ADAM10 inh: inhibits human ADAM10; 370,000 compounds, 0.62% hits; recombinant ADAM10, EDANS/DABCYL FRET peptide cleavage, 3 h; O14672; inhibition, % at 7 µM; AID 720582;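 active = inhibition above a per-campaign cutoff equal to the mean of compounds falling between control-based bounds plus 3 SD, cut at about 20% in these data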;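 note: 0% = DMSO wells while the 100% control is not disclosed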
PLC-gamma1 inh: inhibitors of human phospholipase C gamma1; P19174; purified PLC-gamma1, fluorogenic substrate, fluorescence; inhibition, % at 12.2 µM; 370,000 compounds, 0.84% hits; in the data active = inhibition above about 9.5%
proKLK7 act: proKLK7 (human) activation, primary screen; P49862; purified proKLK7, EDANS-DABCYL substrate fluorescence; 100% is mature enzyme control, 0% vehicle; activation, % at 7 µM; 370,000 compounds, 0.9% hits;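 active = activation above the mean of all tested compounds plus 3 SD, computed per campaign excluding outliers beyond control limits, cut at about 13% in these data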
Target sequence (P49862 whole entry, looked up): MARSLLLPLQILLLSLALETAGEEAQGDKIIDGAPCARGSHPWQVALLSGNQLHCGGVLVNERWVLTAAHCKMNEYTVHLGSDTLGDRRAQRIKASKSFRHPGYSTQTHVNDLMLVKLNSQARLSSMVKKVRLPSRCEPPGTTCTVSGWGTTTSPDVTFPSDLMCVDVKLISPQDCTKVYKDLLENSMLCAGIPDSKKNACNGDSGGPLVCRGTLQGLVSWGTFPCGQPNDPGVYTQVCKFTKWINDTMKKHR
DDE Tn6 FP inh: disrupts Tn6 cyclic peptide binding to fibrin D-Dimer-E complex | AID 720509 | 370,000 compounds, 0.21% hits | Fibrin DD(E) TRITC-Tn6 fluorescence polarization displacement | inhibition, % at 8.3 µM;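 active = inhibition above a per-campaign cutoff: mean of compounds within control limits plus 3 SD, cut at about 15% in these data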;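 note: 0% = median of all compound wells on the plate and 100% = blocking peptide control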
LEDGF integ inh: blocks HIV-1 LEDGF/p75-dependent DNA integration; TR-FRET IN-LEDGF/p75 DNA integration, Eu/Cy5; AID 743269; 370,000 compounds, 0.64% hits; inhibition, % at 3.7 µM;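 active = inhibition above the screen-wide mean plus 3 SD, cut at about 13% in these data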;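 note: signal is the Cy5 over europium emission ratio at 671 and 618 nm; 0% = plate median of compound wells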
ASAP1 GAP inh: blocks human ASAP1-stimulated Arf1 GTP hydrolysis; Q9ULH1; GDP FP detection; inhibition, % at 16.5 µM; 360,000 compounds, 0.19% hits; AID 624377; in the data active = inhibition above about 25%;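 note: 0% = vehicle with enzyme and substrate and 100% = no enzyme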
TDP2 inh: blocks human TDP2 phosphodiesterase activity. O95551. recombinant TDP2, T5PNP hydrolysis, p-nitrophenol absorbance 415 nm. inhibition, % at 12.8 µM. 370,000 compounds, 0.34% hits;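 active = inhibition above the mean of all tested compounds plus 3 SD, set per campaign, cut at about 25% in these data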;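 note: 0% = DMSO with enzyme and 100% = buffer with substrate but no TDP2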
Target sequence (O95551 whole entry, looked up): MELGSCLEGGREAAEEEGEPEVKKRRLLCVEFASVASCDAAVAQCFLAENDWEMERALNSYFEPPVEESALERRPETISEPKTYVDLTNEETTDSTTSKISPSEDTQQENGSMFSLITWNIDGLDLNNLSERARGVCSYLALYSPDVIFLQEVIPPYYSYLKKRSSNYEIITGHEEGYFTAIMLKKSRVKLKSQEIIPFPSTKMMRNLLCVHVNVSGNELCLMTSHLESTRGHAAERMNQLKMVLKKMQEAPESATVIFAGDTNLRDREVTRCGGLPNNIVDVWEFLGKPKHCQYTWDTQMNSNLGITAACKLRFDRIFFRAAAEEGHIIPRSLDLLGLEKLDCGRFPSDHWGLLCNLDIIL
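Incubation: 2 h at 37 °C; Test system: recombinant human TDP2; Quantity: enzyme 120 nM; Read-out basis: percent inhibition; Medium: 50 mM Tris-HCl pH 7.5 with Mg2+, KCl, DTT, BSA; Repeats: single replicate; Compound: 12.8 µM single point, 1% DMSO; Signal: epi absorbance; Reagent: 5 mM T5PNP chromogenic substrate; Benchmarks: no-enzyme high, DMSO-plus-enzyme low.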
Tn7 DDE FP: inhibitors of Tn7 peptide binding to human fibrin DD(E); P02675; FP displacement of FITC-Tn7 peptide from fibrin DD(E); 0% = median of compound wells per plate; inhibition, % at 8.3 µM; 370,000 compounds, 0.13% hits;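 active = inhibition above the mean of compounds falling within the control limits plus 3 SD of them, cut at about 14% in these data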;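 note: 0% = plate median of compound wells and 100% = 10 µM Aha-Tn7 peptide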
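Assay system: human fibrin DD(E). Input: DD(E) 2 µM final. Medium: Tris buffer with calcium and detergent, pH 7.8. Compound dosing: single point at 8.3 µM. Timing: 10 min plus 3 h, room temperature. Technique: fluorescence polarization of the labelled Tn7 tracer. Read-out: percent inhibition. Replicates: singlicate testing.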
ADAM17 inh: inhibitors of human ADAM17; recombinant ADAM17, EDANS/DABCYL FRET peptide cleavage; 370,000 compounds, 0.83% hits; inhibition, % at 6.95 µM; P78536; AID 720648;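 active = inhibition above the mean of compounds lying between control limits plus 3 SD, set per campaign, cut at about 8.5% in these data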;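 note: 0% = DMSO-only wells as the low control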
ARFGAP1 inhibitor: inhibitors of rat ARFGAP1. Q62848. Arfgap1-stimulated ARF1 GTP hydrolysis, GDP FP detection. inhibition, % at 16.5 µM. 360,000 compounds, 0.26% hits;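 active = inhibition above a per-plate limit, mean inhibition of low control wells plus 3 SD, cut at about 25% in these data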;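 note: 0% = DMSO wells with enzyme and 100% = wells lacking Arfgap1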
Target sequence (Q62848 1-136 limits assumed): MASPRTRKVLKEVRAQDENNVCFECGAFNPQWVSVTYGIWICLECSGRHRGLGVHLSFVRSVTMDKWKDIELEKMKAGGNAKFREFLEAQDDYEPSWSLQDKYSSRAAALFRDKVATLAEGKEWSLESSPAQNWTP
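Material: rat Arfgap1 GAP domain (His6, aa 1-136), purified enzyme. Also added: human ARF1(Δ1-17)-GTP substrate. Compound dosing: 16.5 µM single point, 1.26% DMSO. Timing: enzyme reaction 120 min at 25 °C after 20 min preincubation. Signal: GDP detection by fluorescence polarization. Read-out basis: percent inhibition of GAP-stimulated GDP formation, scaled between DMSO and no-Arfgap1 medians.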
Starred values were filed as active, the others as inactive.

SMILES	ADAM10 inh	PLC-gamma1 inh	proKLK7 act	DDE Tn6 FP inh	LEDGF integ inh	ASAP1 GAP inh	TDP2 inh	Tn7 DDE FP	ADAM17 inh	ARFGAP1 inhibitor
COCCSc1ccccc1C(=O)Nc1nnc(C)s1	4	2	0.1	-3	1	-10	0	2	1	2
CCOC(=O)C1CCCN(C(=O)c2cc(C(C)(C)C)nn2C)CC1 (stereo unspecified)	-6	-3	-0.2	0	1	-10	-4	-2	-3	9
COCCNc1nc(Oc2ccc(C(N)=O)cc2)c2sccc2n1	-22	0	0.1	-2	2	-7	-3	9	-3	-8
CN(C(=O)COc1ccccc1C(=O)NCc1ccccc1)C1CCS(=O)(=O)C1 (stereo unspecified)	-7	-1	-0.7	1	2	11	-7	-1	-4	2
C[N+](C)(C)C/C=C1/COCO1	2	-2	0.7	1	-2	5	-2	-2	0	0
CCOc1ccc(S(=O)(=O)NC(C)C(=O)NCc2ccccn2)cc1 (stereo unspecified)	0	3	0.2	3	3	16	-14	-10	0	-2
O=C(N/N=C/c1ccc[nH]1)c1cccc([N+](=O)[O-])c1	-3	4	-0.3	-5	0	-4	-12	2	0	5
CC(C)/C=C/C(=O)N1CCC(N2CCC(C(=O)NCc3ccccn3)CC2)CC1	-16	-16	-1.4	3	2	-7	3	-1	-8	-2
CCCCc1c(-c2ccccc2OC)ncn1Cc1ccccc1Cl	5	0	0.5	4	6	-3	1	-1	2	-2
COC(=O)c1ccccc1NC(=O)CNc1ccc(F)c(S(=O)(=O)N2CCOCC2)c1	-8	0	0.0	-8	-4	-6	-6	3	-3	-8
CSC[C@H]1CN(Cc2cccnc2)C(=O)[C@@H]1CC(=O)Nc1ccc(Br)cc1	-4	-3	0.5	1	4	-7	12	-1	1	-2
Cc1cc(Nc2ccc(Cl)cc2)nc(NCc2ccccc2)n1	0	-6	-0.6	-17	-1	-4	1	0	-2	18
CC(=O)c1ccc(N2CCN(C(=O)c3ccccc3SCC(=O)NCc3ccco3)CC2)c(F)c1	-65	-23	2.8	2	1	9	11	6	-16	-5
Cc1ccc(C)c(OCCCNC2CCCC2)c1C	-4	-1	0.1	-1	1	-8	0	-2	-4	-8
CCc1ccc(NC(=O)C[n+]2cc(-c3ccc(C)cc3)n3c2CCC3)cc1	5	8	0.7	-2	4	-5	-5	-2	0	-1
NS(=O)(=O)c1cc(C(=O)OCC(=O)NNC(=O)c2ccccc2)ccc1Cl	2	-1	-0.5	-2	2	5	0	-7	0	-3
CCCCn1c(N)c(N(CCOC)C(=O)c2nn(CC)c(=O)c3ccccc23)c(=O)[nH]c1=O	-9	-6	-1.1	-11	3	16	-14	-8	-5	7
CCc1nc2oc3ccccc3c(=O)c2c(=O)n1-c1ccc(C)cc1	-1	-6	0.2	-1	4	5	-1	-2	5	-7
CCOC(=O)N1CCN(c2nc(SC)nc3sc4c(c23)CC(C)(C)OC4)CC1	-28	0	-0.6	-5	5	-4	-17	3	-10	-10
COc1ccc([N+](=O)[O-])c(O)c1C(C)=O	-7	2	0.3	-2	-1	-2	3	3	-5	4
CCCCN(CCCC)S(=O)(=O)c1ccc2oc(C(=O)N3CCOCC3)c(C)c2c1	1	-1	0.1	-1	4	-3	-2	-1	2	-4
Nc1nc(NCCOCCO)nc(N2CCCCCC2)c1[N+](=O)[O-]	4	7	0.0	0	-3	8	7	-4	0	-6
CC1=CC(=O)C2(C)C(C)=C(C)C12C (stereo unspecified)	-27	0	-0.1	6	-1	-14	5	7	-4	1
CN(C(=O)COC(=O)CN1C(=O)C2CC=CCC2C1=O)c1ccccc1 (stereo unspecified)	-2	-2	0.3	-6	1	1	6	-8	-2	-4
CCCCn1nc(C(=O)N(C)CC(=O)Nc2ccc(F)c(F)c2F)ccc1=O	-5	2	-0.8	-3	-4	-2	3	-1	-4	4
Cc1ccc[n+](CC(=O)Nc2cccc(Cl)c2)c1	-8	1	0.0	-3	-6	-3	6	0	-3	-1
Cc1ccc(S(=O)(=O)c2ccccc2)cc1S(=O)(=O)N1CCOCC1	-8	1	-0.7	3	-3	11	8	3	-4	15
CCCCCCCC(=O)NNC(=O)CCC(=O)O	-6	0	-0.1	1	3	11	9	-2	-7	4
O=C1CC(N2CCN(c3cccc(C(F)(F)F)c3)CC2)C(=O)N1c1ccccc1 (stereo unspecified)	-2	-7	0.0	2	-1	3	0	1	-6	2
Cc1c(CC(=O)O)c(=O)oc2c(C)c(OCc3ccccc3)ccc12	-151	-3	0.1	-5	-6	-2	-12	-1	-57	11
COc1cccc(CN2CCNC(=O)C2CC(=O)NCCCC2CCCC2)c1OC (stereo unspecified)	1	3	-0.3	5	1	-11	6	11	2	-5
Cc1ccc(Cl)cc1NC(=O)COC(=O)c1ccccc1O	8	4	0.2	-1	6	-13	-2	3	1	-12
O=C(NCCc1c[nH]c2ccccc12)c1ccc(Cl)cc1	1	1	0.2	5	3	-10	5	-6	0	0
COc1ccc(-c2c([C@H]3[C@H]4C=CC[C@@H](C)[C@@H]4C(=O)N3Cc3ccccc3)ccc3ccccc23)cc1OC	8	-2	-0.9	-2	0	4	-14	3	-2	11
COc1ccccc1NC(=O)CNC(=O)Cn1cnc2sc(C)c(C)c2c1=O	6	3	0.5	4	-1	3	12	-3	-2	3
CC(=O)c1ccc(OC(C)C)c(CSC(=N)N)c1	7	12*	0.2	-6	3	-9	-18	1	-2	0
COc1ccc(C(=O)N2CCN(c3cnn(-c4ccccc4)c(=O)c3Cl)CC2)cc1	-8	2	0.3	1	-1	0	4	-7	-6	-14
COc1ccc(OC)c(NC(=O)CN(c2ccc(C(C)C)cc2)S(=O)(=O)c2c(C)noc2C)c1	6	1	0.2	9	1	-7	-2	2	3	-2
COc1ccc(NC(=O)CSc2nnc(-c3ccccn3)n2N)c(OC)c1	-3	2	0.3	-3	-1	1	4	0	-2	-7
CC(NC(=O)c1ccco1)C(=O)N1CCN(S(=O)(=O)c2ccccc2C#N)CC1 (stereo unspecified)	-10	-1	-0.7	-3	-4	-7	3	5	-2	-14
Clc1cccc(Oc2cnns2)c1Cl	13	5	0.1	3	17*	-20	6	3	6	1
CS(=O)(=O)N1CCCC(C(=O)NCCCN2CCOCC2)C1 (stereo unspecified)	2	2	-0.4	3	-1	2	14	2	-1	3
CCOC(=O)Cn1nnnc1CN(CCc1ccccc1)Cc1cc2cc(CC)ccc2[nH]c1=O	-2	-2	-0.1	2	1	-13	-5	7	-2	-14
Cn1cccc1C1Nc2ccccc2NC2=C1C(=O)CC(C)(C)C2 (stereo unspecified)	-74	-230	-47	5	3	-8	3	5	-22	-15
CCCCCCCCN1C(=O)[C@H](CC(=O)NCCCC)C[C@@]2(C(=O)OC)CC(C)(C)CC=C12	1	0	0.4	1	-5	11	0	3	1	8

Shown with each value named: part of the list above
O=C(NCCc1c[nH]c2ccccc12)c1ccc(Cl)cc1
  ADAM10 inh: 1 | PLC-gamma1 inh: 1 | proKLK7 act: 0.2 | DDE Tn6 FP inh: 5 | LEDGF integ inh: 3 | ASAP1 GAP inh: -10 | TDP2 inh: 5 | Tn7 DDE FP: -6 | ADAM17 inh: 0 | ARFGAP1 inhibitor: 0
COc1ccc(-c2c([C@H]3[C@H]4C=CC[C@@H](C)[C@@H]4C(=O)N3Cc3ccccc3)ccc3ccccc23)cc1OC
  ADAM10 inh: 8 | PLC-gamma1 inh: -2 | proKLK7 act: -0.9 | DDE Tn6 FP inh: -2 | LEDGF integ inh: 0 | ASAP1 GAP inh: 4 | TDP2 inh: -14 | Tn7 DDE FP: 3 | ADAM17 inh: -2 | ARFGAP1 inhibitor: 11

New compounds follow:
SMILES	ADAM10 inh	PLC-gamma1 inh	proKLK7 act	DDE Tn6 FP inh	LEDGF integ inh	ASAP1 GAP inh	TDP2 inh	Tn7 DDE FP	ADAM17 inh	ARFGAP1 inhibitor
Cc1ccc(-c2nn(-c3ccccc3)cc2C(=O)OCC(=O)Nc2ncc(Cl)cc2Cl)cc1	0	-5	0.2	-1	-4	-8	-8	5	-1	9
O=S(=O)(NC1Cc2ccccc2C1)c1ccccc1	1	0	0.0	3	-1	-23	1	-1	-3	4
CC12CCC(C(=O)NNC(=O)c3ccccc3)(OC1=O)C2(C)C (stereo unspecified)	-4	3	0.5	-4	3	1	2	0	-6	-8
Cc1cc(OC(C)C(=O)N2CCN(c3ccccc3)CC2)c2c(C)c(C)c(=O)oc2c1 (stereo unspecified)	-41	-13	-0.2	-10	1	-2	2	-3	-12	-1
c1ccc(Oc2cccc(CN3CCCCC3)c2)cc1	3	0	-0.4	4	-4	0	6	5	-5	1
Cc1cccc(C)c1OCc1cc(C(=O)NCC2CC2)no1	-12	0	0.4	1	1	0	0	-7	2	-3
O=C(O)C1CCN(C(=O)CSc2nc3ccccc3c(=O)n2Cc2ccccc2)CC1	3	3	-0.1	6	8	15	-18	-4	3	9
COC(=O)c1ccccc1NC(=O)CCCn1nc(C)c2c(C)n(-c3ccccc3)nc2c1=O	-6	0	-0.2	4	1	-3	12	7	-1	-10
CCOC(=O)C1C2C=CC3(CN(Cc4cccs4)C(=O)C13)O2 (stereo unspecified)	-1	4	0.6	-1	0	4	-12	7	3	3
COc1ccccc1C(=O)Nc1nc2cc3c(cc2s1)OCO3	-22	-42	-3.3	-5	-3	3	9	-5	-7	4
CN(Cc1ccccc1)C(=O)COC(=O)c1c[nH]c2ccccc12	-12	7	0.5	-4	0	-2	1	4	-3	-2
COc1ccc(C2=Nc3ccccc3OC2)cc1	-4	-6	-1.8	-3	2	10	2	-3	-4	1
CC(C)(C)OC(=O)NCC12C=CC(O1)C1C(=O)N(Cc3ccccc3)C(=O)C12 (stereo unspecified)	4	4	-0.3	4	-3	0	-1	2	1	0
CC(C)CC(=O)NC(=S)Nc1cccc(NC(=O)c2ccccc2)c1	12	-2	-0.6	1	0	-1	10	-2	4	-3
COc1ccc(CC(=O)NNc2ncnc3c2cnn3-c2ccc(C)cc2)cc1OC	2	1	-0.3	-10	6	1	7	-3	2	6
COC(=O)c1cccc(C23CC4(C2)[C@H](CN(Cc2ccc(-c5ccccc5)cc2)[C@@H]4c2ccccc2)C3c2ccc(Cl)nc2)c1 (stereo partly specified)	-7	2	-0.5	-1	-2	0	7	2	-4	3
O=C1c2ccccc2C(c2nnnn2-c2ccc3c(c2)OCCO3)N1Cc1cccnc1 (stereo unspecified)	-9	0	0.8	13	-3	-10	4	4	-2	13
Cn1c(CNC(=O)CNC(=O)c2cccc(Cl)c2)cc(=O)n(C)c1=O	-4	1	0.3	7	-2	-10	6	5	-2	-10

Source: PubChem (The Scripps Research Institute Molecular Screening Center)
